# mIDH1 inhibitor: blocks human mutant IDH1 R132H enzyme. Potency, µM (titrated, usually from 76.6 µM), without a hit: at the highest dose activity change, negative = inhibition, hits mostly inhibitors. O75874. IDH1-R132H enzyme, NADPH consumption, diaphorase/resazurin fluorescence. hit rate 0.093% among 390,000. AID 602179; note: nearly all actives have a fitted effect of over 65% in size
#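 IDH1-R132H (0.5 ug/mL dispensed) in pH 7.5 Tris buffer was preincubated 30 min with compound, then given a substrate mix of 0.016 mM NADPH and 2 mM alpha-KG for 80 min at room temperature; remaining NADPH was read by diaphorase/resazurin fluorescence.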
# USP1-UAF1 inh: USP1/UAF1 (human) deubiquitinase inhibition | O94782 | recombinant USP1/UAF1, Ub-Rhodamine cleavage fluorescence | Potency, µM (top dose mostly 57.1 µM), without a hit: top-dose activity change, negative = inhibition, most hits filed as inhibitors | hit rate 0.23% among 390,000 | AID 743255; note: nearly all actives have a fitted effect of over 60% in size; inactives centre near -12
# Target sequence (O94782 whole entry, looked up): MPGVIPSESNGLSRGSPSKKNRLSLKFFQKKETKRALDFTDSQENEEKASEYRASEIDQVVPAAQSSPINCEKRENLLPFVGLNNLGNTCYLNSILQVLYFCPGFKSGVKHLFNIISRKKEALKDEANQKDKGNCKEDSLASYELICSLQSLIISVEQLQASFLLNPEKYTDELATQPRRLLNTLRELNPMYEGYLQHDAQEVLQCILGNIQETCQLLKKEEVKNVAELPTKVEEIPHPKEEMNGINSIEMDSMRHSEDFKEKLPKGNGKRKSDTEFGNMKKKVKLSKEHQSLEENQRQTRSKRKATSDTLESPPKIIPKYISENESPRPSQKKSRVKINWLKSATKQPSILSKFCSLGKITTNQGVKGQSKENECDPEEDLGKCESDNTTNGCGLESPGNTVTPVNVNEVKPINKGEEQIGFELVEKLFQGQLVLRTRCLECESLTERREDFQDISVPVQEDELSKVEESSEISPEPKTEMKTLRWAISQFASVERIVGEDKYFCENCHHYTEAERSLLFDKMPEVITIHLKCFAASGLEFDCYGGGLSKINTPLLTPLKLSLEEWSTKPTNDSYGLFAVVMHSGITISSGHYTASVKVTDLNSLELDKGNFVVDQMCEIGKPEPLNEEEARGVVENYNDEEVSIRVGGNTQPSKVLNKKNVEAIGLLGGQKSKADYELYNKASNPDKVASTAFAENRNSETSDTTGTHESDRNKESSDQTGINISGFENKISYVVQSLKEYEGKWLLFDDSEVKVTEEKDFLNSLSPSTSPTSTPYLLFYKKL
#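 High-throughput fluorogenic screen: 1nM USP1/UAF1 complex, Ub-Rho substrate 150nM final, 50mM HEPES pH 7.8 with 0.5mM EDTA, 0.1 mg/ml BSA, 1mM TCEP and 0.01% Tween-20.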
# Active calls of the source: *; u = inconclusive. Calls come from the whole dose curve; as a rule, active = well fitted inhibition curve with a large enough effect; inconclusive = small, poorly fitted or top-dose-only effect; inactive = no such curve, though single readings can be large or run the other way. % is set by controls: 0 for no effect and ±100 for the full control effect; potency is the fitted concentration of half-maximal effect. Not all compounds are listed (hit frequency here may not be typical).
No. | molecule | mIDH1 inhibitor | USP1-UAF1 inh
1 | Cc1ccc([C@@H]2C[C@H]3[C@@H](CN2S(=O)(=O)c2ccc(Cl)cc2)C(=O)C[C@@H](c2ccccc2)N3S(=O)(=O)c2ccc(C)cc2)cc1 | 4% | -22%
2 | C[C@H](CO)N1C[C@H](C)[C@@H](CN(C)C(=O)C2CCOCC2)Oc2ncc(Br)cc2C1=O | 3% | -15%
3 | C[C@H]1CN([C@@H](C)CO)S(=O)(=O)c2ccc(Br)cc2O[C@@H]1CN(C)C(=O)c1cccnc1 | 15% | -19%
4 | CCCCCCN1C[C@H](O)[C@@H](n2cc(-c3ccc(F)cc3)nn2)C[C@@H]1c1ccccc1 | -3% | -12%
5 | Cc1cnc(C2OCCO2)c2cccc([N+](=O)[O-])c12 | 8% | -5%
6 | COc1cc2ccc(-c3ccc4ccccc4n3)cc2cc1OC | -3% | u
7 | C[C@@H]1CN([C@@H](C)CO)C(=O)CCCn2nncc2CO[C@@H]1CN(C)C(=O)c1ccccc1 | -3% | u
8 | CC(C)(C)OC(=O)N1CC2(CCCCC2)CC1Cc1ccc(C(F)(F)F)cc1 (stereo not given) | -6% | -12%
9 | Fc1ccc(-c2nc3ccc(Br)cn3c2Cc2ccccc2)cc1 | 14% | -13%
10 | CCOC(=O)c1ccc(NC(=O)c2nc[nH]c2C(=O)N[C@H](C)CO)cc1 | 10% | -25%
11 | C#CCN(C[C@H]1[C@H](OC(=O)NC2CC2)[C@H](OC(=O)NC2CC2)C[C@H]2C(=O)N(c3ccccc3)C(=O)[C@@H]12)S(=O)(=O)c1ccc(C)cc1 | 11% | -27%
12 | CC(C)CC1C(=O)N(Cc2cn(CCC3OCCCO3)nn2)CCS(=O)(=O)N1Cc1ccc(-c2ccc(Cl)nc2)cc1 (stereo not given) | u | -32%
13 | CCOc1ccc(CNC(=O)CN2C(=O)CSc3ccc(S(=O)(=O)N4CCOCC4)cc32)cc1 | -7% | -19%
14 | CC(C)(C)Cc1c(-c2ccc(F)cc2)nc2ccc(Br)cn12 | 8% | u
15 | COc1ccc(N2C[C@H](C)[C@@H](CC(=O)Nc3ccccc3)C2=O)cc1 | -4% | -31%
16 | CCCCN1C(=O)C(CC(=O)NCCCN(C)C)CC(C(=O)N(C)C)=C1C (stereo not given) | -3% | -2%
17 | O=C(O)c1ccccc1C(=O)Nc1ccc(Nc2ccccc2)cc1 | -11% | -14%
18 | COc1ccc(NC(=O)Nc2ccc3c(c2)C(=O)N([C@H](C)CO)C[C@H](C)[C@H](CN(C)Cc2ccc(C(=O)O)cc2)OCCCC[C@@H](C)O3)cc1 | 1% | -28%
19 | Cc1ccc(S(=O)(=O)N(CCc2ccccc2)c2ccc3c(c2)C2CC3CCN2C(=O)OCc2ccccc2)cc1 (stereo not given) | 25% | -16%
20 | COc1ccc(NC(=O)C[C@H]2C(=O)N(c3ccc(OC)cc3)C[C@@H]2c2ccc(Br)cc2)cc1 | 1% | -26%
21 | CC1(C)N=C(N)N=C(N)N1c1ccc(CCCCc2ccccc2)cc1 | -6% | -34%
22 | Cc1ccc([C@H]2C[C@@H](O)[C@H](n3cc(COC(=O)c4ccccc4)nn3)CN2C(=O)c2cccs2)cc1 | 4% | -3%
23 | COc1ccc2cc(CN(C)C(=O)CN3C(=O)NC4(CCCC4)C3=O)ccc2c1 | -5% | -20%
24 | CC(C)C[C@H]1COc2cc(Br)ccc2S(=O)(=O)N1 | 0% | -27%
25 | O=C(O)c1ccc(CSCc2ccccc2)o1 | 7% | -20%
26 | S=C1SCN(CCc2ccccc2)CN1CCc1ccccc1 | 5% | 0%
27 | CC(C)CC1NC(=O)c2cccnc2-n2c1nc1cc(F)c(F)cc1c2=O (stereo not given) | -8% | -28%
28 | O=C(COC(=O)c1cccc(Cl)c1Cl)NC1CCCCCC1 | -3% | -12%
29 | CC1CCCC(NC(=O)CCN2C(=O)COc3ccccc32)C1C (stereo not given) | 6% | u
30 | CCCCCC(=O)N1C[C@H](O)[C@@H](n2cc(-c3ccc(F)cc3)nn2)C[C@@H]1c1ccc(OC)cc1 | 3% | u
31 | CCOC(=O)c1ccc(NC(=O)c2nc[nH]c2C(=O)NC[C@H](C)O)cc1 | -4% | -1%
32 | COc1ccc(CNC(=O)O[C@H]2C[C@@H]3C(=O)N(c4ccccc4)C(=O)[C@@H]3[C@@H]3CN(S(=O)(=O)c4ccc(C)cc4)C[C@]23O)cc1OC | -2% | -11%
33 | C[C@H]1CN([C@@H](C)CO)S(=O)(=O)c2ccc(Br)cc2O[C@@H]1CN(C)S(=O)(=O)c1ccccc1 | 0% | -12%
34 | COCCN(Cc1ccccc1)C(=O)c1cccc(S(=O)(=O)N2CCN(Cc3ccccc3)CC2)c1 | 7% | -14%
35 | COc1ccc(N2CCN(CC(=O)Nc3c(C)cccc3C)CC2)cc1 | 7% | -25%
36 | C[C@@H]1CN([C@@H](C)CO)C(=O)CCCn2nncc2CO[C@@H]1CN(C)S(=O)(=O)c1cccs1 | -6% | -29%
37 | Cc1ccc([C@H]2N[C@]3(CCCN(Cc4ccc(F)cc4)C3=O)[C@H]3C(=O)N(C)C(=O)[C@@H]23)cc1 | -5% | -15%
38 | CCOc1ccccc1N1CCN(CC(=O)N(C)CC(=O)Nc2ccccc2CC)CC1 | -5% | -15%
39 | CC(C)CC1C(=O)N(Cc2cn(CC3CCCCC3)nn2)CCS(=O)(=O)N1Cc1ccc(-c2ccc(F)nc2)cc1 (stereo not given) | 2% | -13%
40 | Nc1nc(-c2ccccc2)nc2nonc12 | -15% | u
41 | Cc1cn([C@H]2C[C@H](O)[C@@H](CNC(=O)[C@@H]3CCCN3Cc3ccccc3)O2)c(=O)[nH]c1=O | 1% | -8%
42 | CCN(CC)C(=O)C1=C(C)N(Cc2ccc(OC)cc2)C(=O)C(CC(=O)NCCN2CCOCC2)C1 (stereo not given) | 17% | -21%
43 | CCCCCC(=O)N1C[C@@H](n2cc(C3CC3)nn2)[C@H](O)C[C@@H]1c1ccc(C)cc1 | 2% | -5%
44 | COc1ccc(C(=O)C(=NN)c2ccccc2)cc1 | 13% | -13%
45 | CS(=O)(=O)Nc1ccc2c(c1)[C@@H]1C[C@@H](CC(=O)NCc3cccnc3)O[C@H](CO)[C@@H]1O2 | 11% | -29%
46 | Cc1onc(-c2ccccc2)c1C(=O)OCC(=O)N1CCCCC1 | 4% | 3%
47 | O=C(NCCc1cn[nH]c1)c1ccc2oc(CCc3ccccc3)nc2c1 | 0% | 10%
48 | C[C@@H]1CN([C@H](C)CO)S(=O)(=O)c2ccc(C#Cc3cccc(F)c3)cc2O[C@@H]1CN(C)C(=O)CN1CCOCC1 | 11% | -23%
49 | COc1ccc(NC(=O)COC(=O)c2ccc3c(c2)OCCO3)cc1 | 10% | u
50 | COc1cc(NC(=O)CCN2CCN(c3ccccc3OC)CC2)cc(OC)c1 | -6% | -11%
51 | COc1ccc(OC)c(NC(=O)CCNC(=O)N2CC(=O)Nc3ccccc32)c1 | -3% | 6%
52 | CCc1ccc(C(C#N)=CC=Cc2ccccc2)cc1 | -1% | -7%
53 | C[C@@H](O)C#Cc1ccc2c(c1)O[C@H](CN(C)C(=O)Nc1ccccc1)[C@@H](C)CN([C@@H](C)CO)S2(=O)=O | 1% | -5%
54 | O=C1NC(Cc2ccccc2)c2nc3ccc(F)cc3c(=O)n2-c2ncccc21 (stereo not given) | -2% | 2%
55 | CCCCN1C(=O)C(CC(=O)NCc2cccc3ccccc23)CC(C(=O)N2CCOCC2)=C1C (stereo not given) | 0% | u
56 | CN(Cc1ccc(F)cc1)S(=O)(=O)c1ccc2[nH]c(=O)[nH]c2c1 | -3% | 1%
57 | Cc1ccccc1CN1C[C@H]2CON(C)[C@H]2C[C@H]1c1cccc(Br)c1 | 2% | -2%
58 | C[C@H]1CN([C@@H](C)CO)C(=O)c2cc(Br)cnc2O[C@H]1CN(C)Cc1ccccc1C(=O)O | -3% | -24%
59 | COc1ccc(-c2ccc(CN3C(CC(C)C)C(=O)N(Cc4cn(Cc5ccco5)nn4)CCS3(=O)=O)cc2)cc1 (stereo not given) | -8% | -17%
60 | C[C@@H]1CN([C@H](C)CO)C(=O)CCCn2cc(nn2)CO[C@H]1CN(C)C(=O)Nc1ccc(-c2cccs2)cc1 | -8% | 26%

# An excerpt of these results, with values ahead of the structure.
nr	mIDH1 inhibitor	USP1-UAF1 inh	SMILES
36	-6%	-29%	C[C@@H]1CN([C@@H](C)CO)C(=O)CCCn2nncc2CO[C@@H]1CN(C)S(=O)(=O)c1cccs1
37	-5%	-15%	Cc1ccc([C@H]2N[C@]3(CCCN(Cc4ccc(F)cc4)C3=O)[C@H]3C(=O)N(C)C(=O)[C@@H]23)cc1
38	-5%	-15%	CCOc1ccccc1N1CCN(CC(=O)N(C)CC(=O)Nc2ccccc2CC)CC1
39	2%	-13%	CC(C)CC1C(=O)N(Cc2cn(CC3CCCCC3)nn2)CCS(=O)(=O)N1Cc1ccc(-c2ccc(F)nc2)cc1 (stereo not given)
40	-15%	u	Nc1nc(-c2ccccc2)nc2nonc12
41	1%	-8%	Cc1cn([C@H]2C[C@H](O)[C@@H](CNC(=O)[C@@H]3CCCN3Cc3ccccc3)O2)c(=O)[nH]c1=O
42	17%	-21%	CCN(CC)C(=O)C1=C(C)N(Cc2ccc(OC)cc2)C(=O)C(CC(=O)NCCN2CCOCC2)C1 (stereo not given)

# An excerpt from above in order of the USP1-UAF1 inh value, low to high:
No. | molecule | mIDH1 inhibitor | USP1-UAF1 inh
50 | COc1cc(NC(=O)CCN2CCN(c3ccccc3OC)CC2)cc(OC)c1 | -6% | -11%
52 | CCc1ccc(C(C#N)=CC=Cc2ccccc2)cc1 | -1% | -7%
47 | O=C(NCCc1cn[nH]c1)c1ccc2oc(CCc3ccccc3)nc2c1 | 0% | 10%

# (continued)
No. | molecule | mIDH1 inhibitor | USP1-UAF1 inh
61 | NC(=O)C(CCc1nc2ccccc2[nH]1)NS(=O)(=O)c1ccccc1 (stereo not given) | -1% | 3%
62 | Cc1cccc(C)c1N1C(=O)CC(Sc2ccccc2N)C1=O (stereo not given) | 13% | -26%
63 | CC(C)NC(=O)N(C)C[C@H]1OCc2cnnn2CCCC(=O)N([C@H](C)CO)C[C@H]1C | 14% | -13%
64 | CC(C)C1C(=O)N(Cc2cn(CCC3OCCO3)nn2)CCS(=O)(=O)N1Cc1ccc(-c2ccc(Cl)c(Cl)c2)cc1 (stereo not given) | -11% | -1%
65 | COc1ccc(C(=O)NCc2ccc(C)cc2)cc1S(=O)(=O)N1CCOCC1 | 11% | -20%
66 | Cc1cc(C(=O)Nc2cccc3ccccc23)oc1C | 6% | -23%
67 | COc1ccc(CN2C[C@H]3CON(C)[C@H]3C[C@H]2c2ccc(-c3cccc(F)c3)cc2)cc1 | -1% | -19%
68 | COc1ccc(C)cc1NC(=O)Cc1csc(NC(=O)Nc2ccccc2OC)n1 | -3% | -14%
69 | O=C(NCc1cccs1)c1ccc(CS(=O)Cc2ccc(Cl)cc2)o1 (stereo not given) | 0% | -28%
70 | O=C(CCCCC(=O)NN=Cc1ccc2c(c1)CCC2)NN=Cc1ccc2c(c1)CCC2 | -20% | -17%
71 | Cc1cccc(NC(=O)c2sc3nc(C)nc(N4CCOCC4)c3c2C)c1 | 3% | u
72 | C[C@@H]1CN([C@H](C)CO)C(=O)CCCn2cc(nn2)CO[C@H]1CN(C)S(=O)(=O)c1ccc(C#N)cc1 | 6% | -26%
73 | CC(C)COC(=O)N(C)C[C@H]1OCc2cnnn2CCCC(=O)N([C@@H](C)CO)C[C@H]1C | 13% | -24%
74 | CC(C)C1C(=O)N(Cc2cn(CCC3OCCCO3)nn2)CCS(=O)(=O)N1Cc1ccc(-c2cccc(N(C)C)c2)cc1 (stereo not given) | -17% | u
75 | COc1ccc(/C=C2\SC(=O)N(CCCC(=O)Nc3ccc(C(=O)O)cc3)C2=O)cc1 | 1% | -19%
76 | Cc1ccc([C@H]2N[C@]3(CCCN(CC4CCCCC4)C3=O)[C@H]3C(=O)N(C)C(=O)[C@@H]23)cc1 | 10% | -10%
77 | CCc1cc(-c2nnn(CCC3COCCO3)c2CC)ccc1-c1cn(Cc2ccccc2)nn1 (stereo not given) | -4% | -21%
78 | CN(Cc1ccc(F)cc1)C(=O)CN1CCN(S(=O)(=O)c2ccc3c(c2)OCCCO3)CC1 | 1% | -5%
79 | O=C(O)Cn1c2ccccc2c2nc3ccccc3nc21 | -3% | -22%
80 | Cc1onc(-c2ccccc2Cl)c1C(=O)NCc1nnnn1-c1ccc(F)c(F)c1 | -7% | -8%
81 | CCOC(=O)N1CCC2(CC1)NC(=O)c1ccccc1N2 | 2% | -13%
82 | CNC(=O)C[C@H]1C(=O)N(CCc2ccccc2)C[C@@H]1C | 0% | -17%
83 | Cc1ccc(NC(=O)CSc2nnc(NC3CC3)s2)cc1S(=O)(=O)N1CCOCC1 | 2% | -16%
84 | COC(=O)c1cc(OC)c(OC)cc1NC(=O)CCN1C(=O)C2CCCCC2C1=O (stereo not given) | 11% | -13%
85 | C[C@@H]1CN([C@@H](C)CO)C(=O)CCCn2nncc2CO[C@H]1CN(C)S(=O)(=O)c1cccc(F)c1 | 8% | -18%
86 | COCOCCn1cc(CN2CCS(=O)(=O)N(Cc3ccc(-c4ccccc4)cc3)C(CC(C)C)C2=O)nn1 (stereo not given) | -3% | u
87 | O=C1[C@H]2[C@@H](c3ccccc3)N[C@]3(CCCN(CC4CCCCC4)C3=O)[C@H]2C(=O)N1Cc1ccccc1 | 0% | -2%

# Source: PubChem (National Center for Advancing Translational Sciences (NCATS))
